# hIAP inh = blocks human intestinal alkaline phosphatase; P09923; purified IAP, CDP-Star luminescence, 30 min; inhibition, % at 10 µM; 0.12% of 330,000 active; AID 2544;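 active = inhibition reaching a set limit with compound at 10 µM in the primary screen, cut at about 35% in these data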;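 also: plate controls were DMSO wells with enzyme for no effect and no-enzyme buffer wells for full effect; values of inactives mirror those of a sister screen read the other way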
# Target sequence (P09923 whole entry, looked up): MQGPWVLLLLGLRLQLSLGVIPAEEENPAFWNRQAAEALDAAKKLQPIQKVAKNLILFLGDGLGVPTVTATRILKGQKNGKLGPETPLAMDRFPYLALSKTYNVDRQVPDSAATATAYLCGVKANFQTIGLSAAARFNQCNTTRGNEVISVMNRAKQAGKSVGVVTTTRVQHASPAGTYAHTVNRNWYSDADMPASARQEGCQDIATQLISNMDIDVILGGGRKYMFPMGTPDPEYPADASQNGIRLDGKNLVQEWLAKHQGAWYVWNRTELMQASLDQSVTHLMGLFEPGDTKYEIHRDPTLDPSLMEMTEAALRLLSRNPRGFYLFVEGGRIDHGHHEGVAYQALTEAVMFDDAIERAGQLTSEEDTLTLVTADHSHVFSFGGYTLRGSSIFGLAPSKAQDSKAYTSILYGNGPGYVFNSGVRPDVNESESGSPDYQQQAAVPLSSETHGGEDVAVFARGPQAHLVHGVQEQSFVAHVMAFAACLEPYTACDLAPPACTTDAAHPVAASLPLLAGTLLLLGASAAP
# TIM10 inh = growth inhibitors of TIM10 yeast strain; 1.4% of 330,000 active; AID 463195; inhibition, % at 10 µM; S. cerevisiae TIM10 strain growth, BacTiter-Glo luminescence, 24 h;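 active = inhibition of 40% or more at the single tested concentration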;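 also: wild-type TIM10 isogenic control strain grown at permissive 25 °C; 0% = DMSO yeast wells and 100% = minimal medium wells without yeast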
# hIAP act = increases human intestinal alkaline phosphatase activity. 0.16% of 330,000 active. P09923. activation factor at 10 µM. AID 2524. purified human IAP, CDP-Star luminescence, 30 min; stronger effect = higher value; 1 = vehicle-only enzyme, 0 = enzyme-free background;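 active = activation factor of the enzyme at least 2-fold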; also: the source names both 10 and 20 µM as test concentration; values of inactives mirror those of a sister screen read the other way
# Apaf1 inhib = blocks human Apaf-1 apoptosome activity; reconstituted apoptosome caspase-3 activity, DEVD-Rh110 fluorescence; inhibition, % at 20 µM; 0.71% of 330,000 active; O14727; active = inhibition of at least 40% at 20 µM;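 also: plate controls were DMSO wells for no effect and DEVD-CHO caspase inhibitor wells for full effect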
#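 Material: reconstituted apoptosome with Apaf-1, cytochrome c, caspase-9, procaspase-3, dATP / Buffer or medium: pH 7.5 Hepes buffer with CHAPS, BSA, DTT / Also added: cytochrome c with DEVD-Rh110 / Schedule: compound with Apaf-1, dATP, procaspase-3 30 min, then 50 min reaction, room temperature / Technique: rhodamine 110 fluorescence at Ex 480/Em 540 nm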
# ATG4B inh = inhibitors of human ATG4B cysteine protease; ATG4B cleavage of LC3-PLA2, NBD-HPC fluorescence, 1 h; Q9Y4P1; 0.51% of 340,000 active; inhibition, % at 8.33 µM; AID 504462; in the data active = inhibition above about 40%
# Target sequence (Q9Y4P1 whole entry, looked up): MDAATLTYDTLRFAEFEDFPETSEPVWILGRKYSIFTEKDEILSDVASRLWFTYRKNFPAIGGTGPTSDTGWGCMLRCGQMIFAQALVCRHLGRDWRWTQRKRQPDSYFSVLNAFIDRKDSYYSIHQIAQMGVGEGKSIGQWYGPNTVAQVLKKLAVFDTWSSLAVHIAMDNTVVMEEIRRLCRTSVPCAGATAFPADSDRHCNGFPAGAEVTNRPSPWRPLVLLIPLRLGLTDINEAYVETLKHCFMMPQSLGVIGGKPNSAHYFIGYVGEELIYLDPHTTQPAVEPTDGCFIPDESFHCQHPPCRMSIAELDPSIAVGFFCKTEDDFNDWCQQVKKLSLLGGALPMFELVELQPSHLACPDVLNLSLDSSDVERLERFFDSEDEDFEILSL
# mIAP activ = mouse IAP activation | muIAP, CDP-Star luminescence, 30 min; stronger effect = higher value; 1 = vehicle-only enzyme signal, 0 = enzyme-free wells | activation factor at 10 µM | 0.24% of 330,000 active | AID 2805;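 active = activation factor of at least 2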; also: the source names both 10 and 20 µM as test concentration; values of inactives mirror those of a sister screen read the other way
#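 System: Mouse IAP enzyme | Also added: CDP-Star substrate | Dosing: Compounds dispensed in DMSO | Schedule: 30 min enzyme-substrate-compound incubation at room temperature | Technique: Chemiluminescence readout | Control set: DMSO-only wells and no-enzyme negative control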
# NLRP3 yeast inh = blocks the NALP3 inflammasome reconstituted in yeast | Yeast reconstituted NLRP3/ASC/caspase-1, beta-gal luminescence, 24 h | inhibition, % at 10 µM | 0.39% of 330,000 active | AID 2825;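 active = inhibition of 50% or more; inactive = inhibition below 50%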;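 also: plate controls were induced DMSO wells for no effect and uninduced yeast grown without galactose for full effect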
# mIAP block = blocks mouse intestinal alkaline phosphatase | purified mouse IAP, CDP-Star luminescence, 30 min | inhibition, % at 10 µM | 0.2% of 330,000 active | AID 2806;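 active = inhibition of at least 40% at 10 µM in the primary screen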;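 also: plate controls were DMSO with enzyme for no effect and no enzyme wells for full effect; values of inactives mirror those of a sister screen read the other way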
# tim10-1 inh = inhibits growth of tim10-1 mutant yeast; 2.2% of 330,000 active; AID 463190; S. cerevisiae tim10-1 ts strain growth, BacTiter-Glo, 24 h; inhibition, % at 20 µM;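 active = inhibition of at least 40%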;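 also: mutant grown at 25 °C; 0% = DMSO wells with yeast and 100% = wells holding no yeast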
# * hit, by the source's call; . = no result given.
structure	hIAP inh	TIM10 inh	hIAP act	Apaf1 inhib	ATG4B inh	mIAP activ	NLRP3 yeast inh	mIAP block	tim10-1 inh
O=C(Nc1nc2c(s1)CCCC2)c1cccs1	18.6	44.1*	0.814	13.8	-1.5	0.847	50.3*	15.3	44.1*
O=C(Nc1ccc(N2CCN(C(=O)c3ccco3)CC2)cc1)c1cc(Br)ccc1Cl	-12.1	10.1	1.12	28.1	-18.0	1.09	20.9	-8.9	11.3
Cc1ccc(NC(=O)/C=C/c2ccco2)nc1	5.2	-4.9	0.948	-4.0	-2.3	1.01	15.8	-1.0	1.7
COc1cccc(CNC(=O)Cn2c(=O)oc3ccccc32)c1OC	-11.0	2.3	1.11	1.3	-7.0	1.03	3.6	-3.2	-25.0
NNC(=O)c1nnn(-c2nonc2N)c1CN1CCCC1	-7.2	3.0	1.07	2.6	-2.6	0.971	18.2	2.9	-9.1
CC(Oc1cccc(Br)c1)C(=O)NNC(=O)CCS(=O)(=O)c1ccccc1 (centres undefined)	-43.1	6.0	1.43	-4.8	-1.4	0.966	7.0	3.4	6.5
COc1ccc(C(=O)O/N=C(/c2ccccc2)c2ccncc2)cc1	-15.0	18.2	1.15	4.3	-4.7	0.968	19.3	3.2	6.5
CC(=O)c1c(C)[nH]c(C(=O)OCC(=O)Nc2ncc(Cl)c(C)c2Cl)c1C	1.0	-19.0	0.99	15.1	-6.3	0.919	10.4	8.1	16.1
Cc1ccc(-n2nc3ccc(NC(=O)c4cccc([N+](=O)[O-])c4C)cc3n2)cc1	-4.0	2.6	1.04	-2.5	0.1	0.837	-12.6	16.3	16.5
CCC(C)NC(=O)CSc1nc2ccsc2c(=O)n1NC(=O)c1ccccc1 (centres undefined)	8.3	0.5	0.917	1.4	6.5	1.03	4.6	-2.8	10.2
C=CCN1C(=O)C(Cc2ccccc2Cl)SC1=Nc1ccc(C(=O)O)cc1 (centres undefined)	-5.4	21.0	1.05	-4.5	55.3*	1.01	-3.4	-1.2	5.1
Cc1c(Br)c([N+](=O)[O-])nn1CC(=O)Nc1sc2c(c1C(=O)OC(C)C)CCC(C)C2 (centres undefined)	-3.6	-15.6	1.04	-2.3	9.0	0.989	6.4	1.1	9.7
COc1ccc(CCN(C)C(=O)CSc2nnc(-c3ccco3)o2)cc1OC	-12.6	-2.0	1.13	8.8	2.5	1.02	17.0	-2.2	12.6
CC(C)Cc1cc(C(=O)Nc2ccc3c(c2)OCO3)no1	7.2	3.3	0.928	2.1	-0.6	0.929	3.9	7.1	7.8
CC(=O)C1=C(C)NC(=O)NC1c1ccc2c(c1)OCO2 (centres undefined)	-18.9	-5.3	1.19	-1.3	1.9	1.06	17.6	-6.5	-3.9
CC(C)(Cl)C1Cc2cc3ccc(=O)oc3cc2O1 (centres undefined)	7.9	8.0	0.921	-13.9	-5.9	0.988	9.1	1.2	-1.1
O=C(NC1CC(=O)c2sccc21)c1ccc(Cl)cc1Cl (centres undefined)	0.1	-25.7	0.999	-5.7	3.7	1.01	3.6	-1.1	2.1
COc1ccccc1CNC(=O)CN1C(=O)NC(c2ccccc2)(c2ccc(C)c(C)c2)C1=O (centres undefined)	-5.4	0.0	1.05	65.9*	7.1	1.26	-6.6	-26.1	9.6
Cc1nc(-c2cccc(N)c2)cs1	-1.4	-0.6	1.01	1.2	-0.8	0.932	-1.5	6.8	1.1
COc1cc(NC(=O)c2ccccc2)ccc1NC(=O)c1cc2ccccc2o1	5.4	-36.9	0.946	13.0	8.1	0.935	-2.3	6.5	-5.7
NC(=O)c1ccsc1NC(=O)COC(=O)Cc1ccsc1	7.3	4.5	0.927	9.5	-11.9	1.01	6.5	-1.4	19.9
CSc1nnc2c3ccccc3n(CCc3ccccc3)c2n1	0.0	27.5	1	21.9	7.4	0.886	18.6	11.4	25.8
COCC(C)n1c(C)cc(C(=O)COC(=O)C2=NN(c3ccccc3)C(=O)CC2)c1C (centres undefined)	-10.9	19.4	1.11	-22.3	.	1.14	4.9	-14.2	27.0
O=C(Nc1nccs1)c1ccc2ccccc2n1	-65.6	26.1	1.66	7.7	-12.2	0.766	9.0	23.4	12.9

# Fetched one by one from above (6):
structure	hIAP inh	TIM10 inh	hIAP act	Apaf1 inhib	ATG4B inh	mIAP activ	NLRP3 yeast inh	mIAP block	tim10-1 inh
COc1ccc(CCN(C)C(=O)CSc2nnc(-c3ccco3)o2)cc1OC	-12.6	-2.0	1.13	8.8	2.5	1.02	17.0	-2.2	12.6
COc1cc(NC(=O)c2ccccc2)ccc1NC(=O)c1cc2ccccc2o1	5.4	-36.9	0.946	13.0	8.1	0.935	-2.3	6.5	-5.7
CC(C)Cc1cc(C(=O)Nc2ccc3c(c2)OCO3)no1	7.2	3.3	0.928	2.1	-0.6	0.929	3.9	7.1	7.8
O=C(NC1CC(=O)c2sccc21)c1ccc(Cl)cc1Cl (centres undefined)	0.1	-25.7	0.999	-5.7	3.7	1.01	3.6	-1.1	2.1
COCC(C)n1c(C)cc(C(=O)COC(=O)C2=NN(c3ccccc3)C(=O)CC2)c1C (centres undefined)	-10.9	19.4	1.11	-22.3	.	1.14	4.9	-14.2	27.0
Cc1nc(-c2cccc(N)c2)cs1	-1.4	-0.6	1.01	1.2	-0.8	0.932	-1.5	6.8	1.1

# Additional entries
structure	hIAP inh	TIM10 inh	hIAP act	Apaf1 inhib	ATG4B inh	mIAP activ	NLRP3 yeast inh	mIAP block	tim10-1 inh
Cc1ccccc1C(=O)c1cccn1CC(=O)NCCCN1CCc2ccccc2C1	13.8	7.1	0.862	6.2	-16.6	1.07	11.9	-7.3	8.3
O=C(CN1CCN(CN2C(=O)NC3(CCCCCC3)C2=O)CC1)Nc1ccc(F)cc1	5.8	1.6	0.942	11.4	1.5	1.07	8.4	-7.2	6.6
O=C(CSc1nnc2ccccn12)N1CCOCC1	-15.5	-9.3	1.16	-8.5	4.6	1.04	5.1	-4.1	0.8
CCN(CC1COc2ccccc2O1)C(=S)Nc1ccccc1 (centres undefined)	2.6	28.9	0.974	-3.6	6.4	1.03	16.2	-2.6	44.4*
Cc1cc2c(cc1C)C(c1ccccc1OC(C)C)CC(=O)N2 (centres undefined)	-24.3	7.5	1.24	9.7	0.6	0.944	25.2	5.6	-0.9
CCc1ccc(N2C(=O)CN(Cc3cc(OC)c(OC)c(OC)c3)C2=S)cc1	-9.3	21.3	1.09	-1.6	-2.0	0.95	4.7	5.0	11.8
CC(NCc1ccccc1OC1CCCC1)c1ccccc1 (centres undefined)	0.0	-11.5	1	-12.0	11.3	0.95	8.8	5.0	8.1
C=CCc1ccc(OCCOCCOc2cccc3ccc(C)nc23)c(OC)c1	-5.3	30.2	1.05	11.2	-12.2	0.955	15.8	4.5	22.1
O=C(CSCc1ccc(F)cc1)Nc1ccc(F)cc1	-7.0	-6.5	1.07	0.0	-5.3	0.715	18.5	28.5	15.4
CCn1c(SCC(=O)Nc2cc(C)on2)nnc1-c1cccnc1	8.8	-1.4	0.912	-10.7	-4.1	0.932	4.0	6.8	9.3
CC(Cc1ccccc1)NC(=O)c1cc([N+](=O)[O-])ccc1Cl (centres undefined)	-21.7	-15.6	1.22	-6.4	3.6	0.999	16.9	0.1	3.4
NC(=O)c1ccsc1NC(=O)C1CC1	-5.5	5.4	1.05	2.0	4.5	1.05	17.9	-4.8	-3.2
CC(C)c1ccc(OCC(=O)N2CCCCCC2)c(Br)c1	4.4	5.6	0.956	6.6	10.2	0.992	26.8	0.8	19.7
COc1cccc(C(=O)Oc2ccc3c(C)cc(=O)oc3c2C(C)=O)c1	2.8	15.0	0.972	-0.1	4.6	0.93	12.9	7.0	33.8
CCn1c(SCC(=O)Nc2cccc(OC)c2)nnc1-c1ccc(Cl)cc1	1.8	1.3	0.982	-4.2	-11.1	1.02	20.2	-2.0	24.0
CC(=O)N1CCc2cc(S(=O)(=O)NCCC(=O)Nc3cccc(C)c3)ccc21	8.2	-9.3	0.918	-8.6	4.7	0.973	-5.9	2.7	6.4
O=C(NCSc1ccnc(SCNC(=O)c2ccc(F)cc2)n1)c1ccc(F)cc1	-5.9	-28.1	1.06	-3.6	-11.7	1.02	27.7	-1.9	3.9
O=S(=O)(NCc1cccs1)c1cccc(S(=O)(=O)N2CCCCC2)c1	-2.0	-4.9	1.02	12.6	3.6	0.863	-1.1	13.7	16.1
CCOC(=O)C1=CN(CC)S(=O)(=O)NC1CCc1ccccc1 (centres undefined)	.	6.6	.	28.0	5.9	1.09	.	-10.3	20.0
CC1CCCCN1C(=O)CSc1nnc2ccccn12 (centres undefined)	-16.2	-6.9	1.16	-3.5	-7.2	0.979	2.1	2.1	5.6
O=S(=O)(c1ccc2ccccc2c1)n1cnc2ccccc21	5.0	20.1	0.95	18.7	-13.5	0.916	11.7	8.4	12.9
Cc1ccc(NS(=O)(=O)c2ccc(-n3cccn3)cc2)nc1	0.9	7.4	0.991	-0.1	-2.8	1.04	4.3	-3.8	17.2
Cc1cccc(C)c1NC(=O)C(c1ccccc1)N1CC(=O)Nc2ccccc21 (centres undefined)	-16.6	4.3	1.17	7.5	-0.6	1.02	19.0	-2.5	22.6
CCOC(=O)c1[nH]nc(-c2cc(CC)c(O)cc2O)c1-c1cscn1	6.6	-7.4	0.934	-6.9	-8.3	0.807	17.9	19.3	3.7
CS(=O)(=O)N1CCCC(C(=O)Nc2ccc(Br)cc2F)C1 (centres undefined)	-2.8	9.1	1.03	-0.4	1.0	1.01	-1.2	-1.2	5.3
COc1ccccc1C(=O)Nc1ccc(-c2nnn(CC(=O)N3CCN(C(=O)c4ccco4)CC3)n2)cc1	-1.2	14.2	1.01	5.9	-31.7	1.03	12.5	-3.1	12.3
CSc1n[nH]c(=S)n1N	-2.4	-2.9	1.02	-5.8	-9.2	0.982	4.9	1.8	8.1
CC(=O)N(C)c1ccc(N=Cc2cc3c(cc2[N+](=O)[O-])OCO3)cc1	14.1	7.6	0.859	64.9*	-1.7	0.789	25.6	21.1	-2.4
Cc1nn(CC(=O)N2CCCC2)c(=O)c2cc3cc(F)ccc3n12	-10.4	1.0	1.1	-15.6	-0.7	1.01	8.7	-1.1	8.9
O=C(NC(Cc1ccccc1)C(=O)NC1CC1)OCc1ccccc1 (centres undefined)	-15.1	-5.8	1.15	-2.1	-6.0	1	5.4	-0.4	-0.4
CC1C(=O)N2CCCc3cc(NC(=O)COc4ccccc4)cc1c32 (centres undefined)	7.8	12.9	0.922	10.1	4.9	1.1	14.7	-9.8	6.1
COCCn1nnnc1CN1CCSCC1	-3.3	-3.3	1.03	1.9	-2.7	1.1	6.2	-10.5	5.9
COc1ccc(C2C3C(=O)N(N(C)c4ncc(C(F)(F)F)cc4Cl)C(=O)C3ON2C)cc1 (centres undefined)	5.4	5.1	0.946	3.9	-5.9	0.975	18.4	2.5	4.2
Cc1cccc(NC(=O)c2ccccc2SCc2ccc(F)cc2)n1	-22.6	11.8	1.23	9.9	-5.0	1.03	27.4	-2.9	14.5
